Rab9 prom act = Rab9 promoter activation; Huh7 Rab9 promoter-luciferase reporter, luminescence, 24 h; Potency, µM (top dose mostly 9.22 µM), for the others: at the highest dose activation, negative = inhibition, actives largely listed as activators; actives 2.8% (n = 320,000); AID 485297; further: potency means the concentration at half of the fitted maximal effect; % of control where 0% means no effect; nearly all actives have a fitted effect of over 60% in size
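Cells were plated at 1500 per well in reduced-serum medium with 10% FBS and left 2 h. Compound in DMSO was then added for 24 h at 37 °C. Reporter signal was read by luminescence after 10 min with luciferase detection reagent.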
ELG1 genotoxic = genotoxicity induction in ELG1-luciferase HEK293T cells. actives 1.3% (n = 330,000). AID 504466. HEK293T ELG1-luciferase reporter, luminescence, 16 h. Potency, µM (top dose mostly 46 µM), for the others: at the highest dose activity change, positive = activation, usual class: activators; further: potency means the concentration at half of the fitted maximal effect; % of control where 0% means no effect; nearly all actives have a fitted effect of over 60% in size
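Reporter readout depends on ELG1 protein level, which increases with genetic stress. After 16 hr compound exposure at 37 °C, luciferase activity was quantified using ONE-Glo.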
Menin-MLL TR inh = displaces Texas Red mutant MLL peptide from human menin; Menin + Texas Red MLL mutant peptide, fluorescence polarization; Potency, µM (doses to about 61.6 µM), inactives show top-dose FP activity change, negative = inhibition, actives largely listed as inhibitors; actives 0.23% (n = 270,000); active means well fitted inhibition curve with a large enough effect in the polarisation, with a control signal flat, not every such curve was filed as active; inconclusive means small, poorly fitted or top-dose-only effect, or effect the other way, or a change in a side signal; inactive means no such curve, though single readings can be large or run the other way; the % refers to the polarisation; further: potency means the concentration at half of the fitted maximal effect; % of control where 0% means no effect; many of its hits are not listed in these tables
Target sequence (O00255 whole entry, looked up): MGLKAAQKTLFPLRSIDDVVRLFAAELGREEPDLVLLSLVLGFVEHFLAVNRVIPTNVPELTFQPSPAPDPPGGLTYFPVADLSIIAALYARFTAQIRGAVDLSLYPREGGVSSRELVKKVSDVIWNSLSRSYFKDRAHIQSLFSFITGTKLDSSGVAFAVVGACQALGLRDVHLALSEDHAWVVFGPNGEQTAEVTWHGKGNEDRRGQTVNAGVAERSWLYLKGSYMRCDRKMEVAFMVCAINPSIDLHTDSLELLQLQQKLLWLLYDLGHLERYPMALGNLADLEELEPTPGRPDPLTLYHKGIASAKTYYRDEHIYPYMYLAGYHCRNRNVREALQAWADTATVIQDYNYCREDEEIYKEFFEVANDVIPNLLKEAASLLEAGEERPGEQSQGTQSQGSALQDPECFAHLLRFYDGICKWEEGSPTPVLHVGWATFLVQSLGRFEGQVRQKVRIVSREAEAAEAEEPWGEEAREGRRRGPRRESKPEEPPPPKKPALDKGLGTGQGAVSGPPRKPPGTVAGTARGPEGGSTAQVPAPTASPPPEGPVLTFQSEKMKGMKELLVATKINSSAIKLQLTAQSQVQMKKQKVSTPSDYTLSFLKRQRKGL
PKM2 act = activators of human pyruvate kinase M2; purified PKM2, Kinase-Glo ATP luminescence, activation; response scale: 0% is enzyme alone, no compound; AID 1631; P14618; Potency, µM (series often up to 57.5 µM), for inactives: at the highest dose activation, most hits filed as activators; actives 0.34% (n = 260,000); further: potency means the concentration at half of the fitted maximal effect; on the % scale 0 is the no-effect control and ±100 the full control effect; nearly all actives have a fitted effect of over 55% in size
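Purified hPK-M2 (>95%) run at intermediate activity with 0.1 mM ADP and 0.5 mM PEP in 50 mM imidazole pH 7.2, KCl, MgCl2; 1 h room temperature. ATP formed read by Kinase-Glo luminescence; normalized to uninhibited and no-enzyme controls.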
p53 reactivation = restores transcriptional activity of mutant p53 | H1299 p53-A138V BP100-luciferase reporter, luminescence, 24 h | Potency, µM (doses to about 92.2 µM), without a hit: top-dose activity change, positive = activation, usual class: activators | actives 0.063% (n = 320,000); further: potency means the concentration at half of the fitted maximal effect; % of control where 0% means no effect; nearly all actives have a fitted effect of over 45% in size
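p53-null H1299 cells stably carrying temperature-sensitive p53-A138V and a BP100-luciferase reporter were pinned with compounds (4-point, 1:5 series) and held 24 hrs at 37 deg C. Luminescence was read 10 min after detection reagent.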
FLuc counter = firefly luciferase modulation, counter-screen for miR-21 project | P08659 | purified FLuc, Km substrates, luminescence inhibition | Potency, µM (series often up to 57.5 µM), for inactives: at the highest dose activity change, negative = inhibition, actives largely listed as inhibitors | actives 6.9% (n = 360,000) | AID 588342;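 further: potency means the concentration at half of the fitted maximal effect; plate controls were vehicle for no effect and reference inhibitor for full effect; nearly all actives have a fitted effect of over 55% in size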
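Purified P. pyralis luciferase, 10 nM final, with Km-level 10 uM D-luciferin and 10 uM ATP in 50 mM Tris acetate pH 7.5, 10 mM Mg acetate, 0.01% Tween-20, 0.05% BSA; 6-point qHTS titration about 60 µM downward; luminescence read.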
BRCA1 expr act = activators of BRCA1 expression | MCF7-BRCA1-FFLuc reporter, luminescence, 48 h; response scale: scaled: vehicle 0%, 10 µM genistein 100% | Potency, µM (series often up to 46.1 µM), for inactives: top-dose activation, usual class: activators | actives 1.1% (n = 380,000); further: potency means the concentration at half of the fitted maximal effect; nearly all actives have a fitted effect of over 80% in size; some results filed as inactive show a strong effect at the top dose
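MCF7-BRCA1-FFLuc, 2000 cells/well; 2 h attach, 37 °C/5% CO2; compound 48 h; luciferase substrate 15 min; luminescence end-point. Norm. to genistein 10 microM max activation and DMSO; concentration-response curves fitted.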
NPC1 promoter act = NPC1 promoter activation | Potency, µM (doses to about 9.22 µM), for the others: top-dose activation, most hits filed as activators | Huh7 NPC1 promoter luciferase reporter, 24 h | actives 2.4% (n = 320,000);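 further: potency means the concentration at half of the fitted maximal effect; % of control where 0% means no effect; nearly all actives have a fitted effect of over 60% in size; reporter is driven by a mutant NPC1 promoter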
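Luminescence from an NPC1 promoter-driven luciferase reporter in stably transfected Huh7 cells was measured after 24 h compound treatment at 37 °C, followed by 10 min ambient incubation with luciferase detection reagent.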
Giardia killer = kills Giardia lamblia | Giardia lamblia trophozoite viability | activity change, % at 7.66 µM, hits read low | actives 0.15% (n = 340,000) | AID 540267; in the data active means activity change below about -80%; inconclusive means between about -30% and that limit;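 further: parasites exposed to compound for two days anaerobically before the ATP read; on the % scale 0 is the no-effect control and ±100 the full control effect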
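Luminescence from cellular ATP indicates surviving trophozoites (100 cells/well) following 48 hrs anaerobic compound treatment at 37 deg C; signal develops 15-30 min at room temperature.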
VP16 counter = inhibits Gal4-VP16 luciferase reporter, ROR gamma counter-screen. Potency, µM (series often up to 53.6 µM), inactives show top-dose activity, negative = inhibition, actives largely listed as inhibitors. Drosophila S2 Gal4-VP16 UAS-luciferase, luminescence, 20 h. AID 2546. actives 3.5% (n = 310,000);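 further: Gal4-VP16 expression switched on by copper sulfate through the metallothionein promoter; potency means the concentration at half of the fitted maximal effect; on the % scale 0 is the no-effect control and ±100 the full control effect; nearly all actives have a fitted effect of over 50% in size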
RORgamma inh = blocks mouse ROR gamma transcriptional activity; P51450; Drosophila S2 Gal4-RORgamma UAS-luciferase reporter, 20 h; Potency, µM (highest dose often 53.6 µM), for inactives: at the highest dose activity change, negative = inhibition, usual class: inhibitors; actives 5.4% (n = 310,000); further: potency means the concentration at half of the fitted maximal effect; on the % scale 0 is the no-effect control and ±100 the full control effect; nearly all actives have a fitted effect of over 60% in size
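Drosophila S2 cells stably expressing Gal4-DBD/mouse RORγ fusion under metallothionein promoter plus UAS-luciferase; compound 1 h, then 700 uM CuSO4 induction for 20 h at ambient temperature; inhibition read as reduced luminescence.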
Numbers without * were called inactive; ? = inconclusive; nt = no result given; [ ] = remark or other dose. Unless noted, the call rests on the fitted dose curve; in most records, active means well fitted curve in the direction sought with a large enough effect; inconclusive means small, poorly fitted or top-dose-only effect, or another doubt; inactive means no such curve, though single readings can be large; an effect the other way counts as inactive or inconclusive. Not all compounds are listed. The share of hits here may be higher or lower than overall.

SMILES	FLuc counter	Rab9 prom act	p53 reactivation	PKM2 act	Giardia killer	RORgamma inh	ELG1 genotoxic	Menin-MLL TR inh	NPC1 promoter act	BRCA1 expr act	VP16 counter
Cc1ccc([N+](=O)[O-])cc1NC(=S)NC(=O)CC(C)(C)C	-2.0%	-3.3%	6.3%	1.8%	-6.9	6.31µM*	-7.2%	51.0%[activator]	-4.8%	-44.4%	22.4µM*
COc1ccc(CCNC(=O)c2sc3cc(C)ccc3c2Cl)cc1	5.5%	-2.2%	4.3%	-24.0%	-2.8	?	0.2%	-14.2%	0.3%	-9.4%	-6.3%
Cc1cc(-c2nc3c4c5c(sc4[nH]c(=O)n3n2)CCC5)c(C)o1	0.5%	-1.9%	-5.1%	-27.2%	-18.9	28.4%	-2.5%	39.6%[activator]	-1.2%	-19.2%	-7.7%
COCCN1C(=O)c2cc(C(=O)Nc3cccc(F)c3)ccc2C1Nc1cccc(F)c1 (stereo not drawn)	12.1%	-1.7%	3.3%	-3.3%	-6.8	-0.9%	-0.5%	11.6%	-1.7%	-0.2%	-15.6%
CSc1sc(-c2ccnc(=S)[nH]2)c(-c2ccccc2)c1C#N	2.0%	-2.3%	-2.8%	?	-2.1	-25.5%	-1.9%	nt	-4.3%	-24.7%	7.0%
O=C(Cn1cc([N+](=O)[O-])cn1)N1CCc2ccccc2C1	-1.1%	1.3%	-2.7%	1.2%	-16.1	11.4%	0.4%	-5.0%	-1.8%	2.1%	-2.2%
Cc1cccc(CN(CC(=O)N/N=C/c2ccco2)S(=O)(=O)c2ccc(Cl)cc2)c1	4.8%	-4.1%	2.2%	-9.6%	10.7	-34.2%	-0.7%	16.8%	0.7%	-0.1%	-25.2%
CC1(C)CC(=O)N(c2ccc(C#N)cc2)C(=O)C1	-1.5%	-2.1%	?	12.0%[11.5 µM]	-4.8	10.3%	-0.5%	11.1%	-0.9%	-8.2%	-1.0%
O=C(CSCc1ccc(Cl)cc1Cl)Nc1ccc(O)cc1C(=O)O	?	5.1%	nt	-0.6%	-13.7	11.7%	-5.9%	?	-1.2%	17.8%	2.1%
Cc1cccc(Nc2ncnc3ccc(Br)cc23)c1	2.0%	-0.3%	-0.3%	1.8%	17.3	?	-19.9%	9.7%	4.1%	-20.2%	-8.4%[10 µM]
CCOC(=O)C1=C(C)Nc2ncnn2C1c1cccnc1 (stereo not drawn)	3.7%	-3.8%	3.9%	0.0%	-2.4	-4.9%	0.2%	-12.8%	2.2%	-8.7%	0.1%
CC1(C)C=C(c2ccc(C(=O)O)s2)CC(C)(C)N1	-0.7%	-1.9%	1.4%	-20.3%	23.9	-9.8%[10 µM]	0.6%	0.1%	1.4%	-24.1%	-9.9%
C=CCn1c(SCC(=O)N2CC(=O)Nc3ccccc32)nc2scc(-c3cccs3)c2c1=O	-0.1%	-5.3%	-3.7%	?	0.2	2.7%	-9.3%	?	-2.0%	-54.7%	-7.4%
COCC(=O)Nc1ccc2c(c1)OCC(=O)N2Cc1ccccc1F	-2.5%	-0.6%	nt	6.6%	-11.7	-6.0%	0.7%	0.8%	-0.7%	-8.4%	3.4%
O=C(O)CN1C(=O)C(=O)N(Cc2ccc(Cl)c(Cl)c2)C1=O	0.8%	0.0%	5.8%	nt	-12.8	-13.8%	0.8%	-13.4%	-2.8%	-7.6%	4.2%
COc1ccc2cc(CN(CC3CCCO3)C(=O)Nc3ccccc3)c(=O)[nH]c2c1 (stereo not drawn)	-12.3%	-7.6%	-1.4%	5.9%	-13.2	1.3%	-8.9%	?	-1.8%	-11.6%	-0.2%
Cc1cc(C)nc(NS(=O)(=O)c2ccc(NS(=O)(=O)c3ccc(C#N)cc3)cc2)n1	5.8%	2.5%	1.6%	-2.6%	17.6	-1.5%	-1.6%	nt	-2.3%	11.0%	?
N#Cc1c(-c2ccccc2)nc(SCc2cccc(C(F)(F)F)c2)[nH]c1=O	4.6%	-0.5%	-5.7%	nt	19.9	-5.4%	-6.6%	?	1.5%	-11.5%	1.8%
O=C(O)c1cccc(N/N=C/c2cccs2)c1	0.426µM*	?	-3.9%	2.0%	6.7	-39.5%	?	5.5%	?	-101.8%[inhibitor]	?
O=C(COC(=O)COc1ccc(Cl)cc1Br)NCCC1=CCCCC1	-0.5%	0.3%	9.4%	nt	11.2	nt	-0.8%	nt	0.8%	-19.7%	nt
COc1c(Cl)ccc(Cl)c1C(=O)OCC(=O)O	0.8%	2.5%	-0.6%	0.6%	6.1	-1.6%	6.2%	6.6%	-1.3%	2.2%	2.9%
CCCCC(CC)C(=O)NCc1ccccc1OC (stereo not drawn)	-1.6%	-4.1%	-4.8%	0.4%	-4.2	17.0%	-0.5%	-3.0%	-0.3%	-4.6%	-1.0%
COc1ccccc1NC(=O)c1ccc(NC(=O)C2COc3ccccc3O2)cc1 (stereo not drawn)	4.5%	2.9%	3.0%	3.6%	-7.3	12.9%	-2.8%	?	-3.2%	0.7%	13.5%
CSc1nc2ccc(NC(=O)CSc3nnc(N)s3)cc2s1	21.3µM*	15.5%	14.1%	-5.3%	6.2	?	?	11.2%	8.6%	57.1%	6.0%
Oc1c(C=Nc2ccccc2Cl)[nH]c2ccccc12	?	3.55µM*	?	-2.5%	3.3	2.3%	?	nt	2.82µM*	92.3%	-1.7%
COc1ccc(S(=O)(=O)Nc2cc(C)on2)cc1	0.5%	-0.7%	0.3%	nt	?	-8.4%	-0.8%	4.3%	-0.7%	0.3%	3.8%
Cc1ccc(C2=[N+]([O-])C3(CCCCC/C3=N\NC(N)=O)N(O)C2(C)C)o1 (stereo not drawn)	3.2%	0.4%	-0.6%	-3.5%	-13.6	1.2%	3.6%	-2.7%	-0.9%	-5.0%	-23.6%
COP(=O)(OC)c1nc(-c2cccc3ccccc23)oc1NCc1ccccc1	2.0%	-11.6%	2.5%	12.9%	-11.6	28.9%	1.9%	6.1%	-1.8%	-29.7%	?
CCCc1cc(=O)[nH]c(SCC(=O)Nc2nc(-c3ccccc3)cs2)n1	?	-1.0%	-2.9%	-0.9%	8.4	-5.0%	-3.2%	?	-0.4%	-22.8%	-4.4%
CN(Cc1ccccc1Cl)C(=O)C1CCC(=O)N(CCc2cccc(F)c2)C1 (stereo not drawn)	0.7%	-1.2%	-3.5%	nt	3.3	11.2%	-2.7%	nt	-5.6%	-18.6%	0.0%
COc1cccc(C(=O)OCC(=O)NC(C)CCc2ccccc2)c1O (stereo not drawn)	0.2%	-0.3%	-1.0%	nt	8.3	8.1%	-0.3%	-12.3%	-9.3%	-18.9%	1.7%
O=C(CCn1c(=O)sc2ccccc21)NCc1ccc2c(c1)OCO2	?	-0.1%	26.1%	9.6%	-4.3	30.0%	9.5%	13.8%	-3.2%	1.9%	-6.8%
CCOC(=O)c1oc2ccc(Br)cc2c1NC(=O)CN1CCN(C)CC1	-1.7%	1.0%	-8.2%	1.5%	9.2	17.9%	1.2%	?	-0.1%	-29.6%	-3.7%
CC(=O)N1N=C(C)CC1c1ccc(O)cc1 (stereo not drawn)	4.8%	-0.6%	-9.9%	4.1%	16.5	-6.9%	-0.1%	0.9%	-4.9%	-2.4%	1.6%
Cc1ccc(SCC(=O)Nc2ccccc2C(=O)O)cc1	8.49µM*	?	?	-15.7%	-13.6	-12.3%	17.2%	nt	?	4.47µM*	1.0%
Cc1sc2ncnc(SCC(=O)N3CCCC(C(F)(F)F)C3)c2c1C (stereo not drawn)	-0.8%	-3.7%	11.1%	0.9%	-1.9	-20.8%	-4.5%	?	-2.4%	2.1%	-5.5%
O=C(NNC(=S)Nc1ccccc1)c1cc(Br)ccc1Cl	0.1%	-3.3%	7.4%	nt	-1.2	0.794µM*	-8.2%	nt	-3.4%	-40.1%	-16.0%

Screening results as filed in PubChem.
